RXFP1 antag: qHTS Assay for Antagonists of the Relaxin Receptor RXFP1; HEK293-RXFP1, relaxin-stimulated cAMP HTRF, 30 min; hits give low values; Relaxin receptor 1 (Homo sapiens), Q9HBX9; 0.59% of 350,000 active; activity change, negative = inhibition, % at 57.5 µM;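 active = activity change of -60% or lower, but not beyond a set lower limit; inconclusive = change between -60% and -40%, or beyond the set limit; inactive = change above -40%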; also: % is scaled to controls: 0 for no effect and ±100 for the full control effect
TRHR enhancer: qHTS for Small Molecule Agonists and Allosteric Enhancers of Human TRH Receptor: Primary Screen for Enhancers | Thyrotropin-releasing hormone receptor (Homo sapiens), P34981 | TRHR cells, fluo-8 calcium fluorescence, EC20 TRH enhancement | enhancement, % at 2 µM | 0.66% of 360,000 active | AID 493056, 2011; in the data active = enhancement above about 30%; also: 0% is about no effect
Target sequence (P34981 whole entry, looked up): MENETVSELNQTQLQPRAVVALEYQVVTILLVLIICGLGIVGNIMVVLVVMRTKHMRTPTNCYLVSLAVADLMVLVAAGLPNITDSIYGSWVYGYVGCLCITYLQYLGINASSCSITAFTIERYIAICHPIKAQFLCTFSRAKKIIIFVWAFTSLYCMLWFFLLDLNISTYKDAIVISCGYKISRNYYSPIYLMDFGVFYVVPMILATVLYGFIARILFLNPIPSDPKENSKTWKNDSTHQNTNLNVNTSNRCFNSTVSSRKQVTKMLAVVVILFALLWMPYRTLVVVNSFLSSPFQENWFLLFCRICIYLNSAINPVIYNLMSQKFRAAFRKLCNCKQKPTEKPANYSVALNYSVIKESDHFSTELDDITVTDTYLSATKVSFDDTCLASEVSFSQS
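Enhancer read-out: after compound pinning and an initial kinetic agonist-mode read, an EC20 of TRH (10 nM final) was injected and fluo-8 calcium signal (Ex 480/Em 530) followed at 1 s/cycle for 100 cycles in TRHR-expressing cells.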
D1 ag: Allosteric Agonists of the Human D1 Dopamine Receptor: qHTS. 1% of 360,000 active. AID 504660, 2011. HEK293 T-REx D1 cells, calcium flux, agonist mode. activation, % at 2 µM; in the data active = activation above about 30%; also: 0% is about no effect
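Tetracycline-induced HEK293 TREx D1 cells, force-coupled to calcium signalling, were dye-loaded with a no-wash calcium kit. Compound was pin-added after a 10 s baseline. Fluorescence was read kinetically at 1 cycle/s for 180 s, with calcium rises flagged as agonism.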
D1 antag: Antagonist of Human D 1 Dopamine Receptor: qHTS; D(1A) dopamine receptor (Homo sapiens), P21728; HEK293 TREx D1 cells, calcium flux, dopamine EC80; hits give low values; activity change, negative = inhibition, % at 10 µM; 3.2% of 360,000 active; AID 504652, 2011; in the data active = activity change below about -30%; also: % is scaled to controls: 0 for no effect and ±100 for the full control effect
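Calcium flux readout: force-coupled, inducible Hek293 Trex D1 line, cells induced overnight at 30 C with tetracycline, dye-loaded 30–90 min at RT. Antagonism scored against EC80 dopamine challenge given 180 s after compound.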
D2 antag: HTS Assay for Allosteric Antagonists of the Human D2 Dopamine Receptor: Primary Screen for Antagonists. D(2) dopamine receptor (Homo sapiens), P14416. inhibition, % at 10 µM. 2% of 340,000 active. AID 485344, 2010. HEK293 TREx D2 cells, calcium flux, dopamine EC80; in the data active = inhibition above about 30%; also: 0% is about no effect
Target sequence (P14416 whole entry, looked up): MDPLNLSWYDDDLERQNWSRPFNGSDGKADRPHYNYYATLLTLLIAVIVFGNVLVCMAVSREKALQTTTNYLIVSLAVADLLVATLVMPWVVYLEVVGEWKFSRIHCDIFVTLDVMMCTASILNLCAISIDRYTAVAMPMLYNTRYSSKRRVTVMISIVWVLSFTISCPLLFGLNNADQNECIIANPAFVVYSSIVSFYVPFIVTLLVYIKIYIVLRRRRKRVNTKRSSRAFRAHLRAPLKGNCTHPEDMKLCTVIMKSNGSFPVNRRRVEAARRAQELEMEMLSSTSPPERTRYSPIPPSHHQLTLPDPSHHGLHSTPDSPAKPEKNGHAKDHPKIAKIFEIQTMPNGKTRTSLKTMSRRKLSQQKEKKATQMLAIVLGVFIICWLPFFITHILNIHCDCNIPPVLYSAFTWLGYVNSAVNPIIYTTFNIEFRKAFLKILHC
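Calcium flux kinetic readout in an inducible HEK293 TREx D2 line plated overnight at 30 C. After 180 s compound exposure, an EC80 dopamine challenge follows with another 180 s kinetic read to detect antagonism.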
D2 ag: HTS Assay for Allosteric Agonists of the Human D2 Dopamine Receptor: Primary Screen for Agonists; D(2) dopamine receptor (Homo sapiens), P14416; HEK293 T-REx D2 cells, calcium flux agonist mode; activation, % at 2 µM; 0.53% of 340,000 active;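 active = activation over 3 SD above normal in the single-dose calcium agonist read, cut at about 30% in these data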; also: 0% is about no effect
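Agonism scored from kinetic calcium signal (1 read/sec, 180 s) following compound pin transfer, after a 10 s baseline. Cells: HEK293 Trex line expressing inducible D2 receptor coupled to calcium, dye-loaded after overnight culture at 30 C.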
D1 potentiator: Potentiators of Human D1 Dopamine Receptor: qHTS; 0.036% of 360,000 active; potentiation, % at 10 µM; HEK293 TREx D1 cells, calcium flux, dopamine EC20 potentiation; D(1A) dopamine receptor (Homo sapiens), P21728; in the data active = potentiation above about 30%; also: 0% is about no effect
D2 PAM: HTS Assay for Positive Allosteric Modulators of the Human D2 Dopamine Receptor: Primary Screen for Potentiators; D(2) dopamine receptor (Homo sapiens), P14416; 0.34% of 340,000 active; potentiation, % at 10 µM; HEK293 T-REx D2, calcium flux, EC20 dopamine potentiation; AID 485347, 2010;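 active = potentiation over 3 SD above the plate norm, cut at about 30% in these data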; also: 0% is about no effect
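Tetracycline-induced Hek293 Trex D2 cells, force-coupled to calcium, loaded with no-wash calcium dye. Compound added with 180 s kinetic read for agonism, then EC20 dopamine and a further 180 s read for potentiation.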
RXFP1 agonist: qHTS Assay for Agonists of the Relaxin Receptor RXFP1; Potency, µM (top dose mostly 57.5 µM), without a hit: at the top dose activation, actives largely listed as activators; HEK293T-RXFP1 cAMP TR-FRET, 30 min; response scale: percent of porcine relaxin response, buffer zero; 0.3% of 370,000 active; active = well fitted activation curve with a large enough effect; inconclusive = small, poorly fitted or top-dose-only effect; also: potency is read from the fitted curve at half-maximal effect; % is scaled to controls: 0 for no effect and ±100 for the full control effect; nearly all actives have a fitted effect of over 60% in size; many of its hits are not listed in these tables
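cAMP rise read by TR-FRET after 30 min, 37C compound exposure (up to 58 uM) in RXFP1-transfected HEK293 cells with Ro 20174 present. EC50 from Hill-equation fits, with 29 nM porcine relaxin as 100% and buffer as basal.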
Starred values were filed as active, the others as inactive; ? = inconclusive; / = no result given. An excerpt; the hit share may differ from the screen's.

SMILES	RXFP1 antag	TRHR enhancer	D1 ag	D1 antag	D2 antag	D2 ag	D1 potentiator	D2 PAM	RXFP1 agonist
COC(=O)C(C)N(c1ccc(OC)cc1)S(C)(=O)=O (configuration not stated)	6	9	1	1	-18	0.2	-6	-12	0.5%
CCN(CC)S(=O)(=O)c1ccc(S(=O)(=O)Nc2cc3c(cc2C(C)=O)OCO3)cc1	-6	-8	10	-7	2	0.4	-5	23	0.4%
CS(=O)(=O)NCc1ccc(C(=O)O)cc1	-1	-2	3	0	10	0.7	-3	0	0.1%
CC1(C)CC(=O)C(C2=NC3(CCCCC3)Cc3ccccc32)=C(O)C1	5	-3	1	5	13	0.2	-4	-1	-0.5%
Cn1c(=O)oc2cc(S(=O)(=O)NCCC(=O)NC3CCCc4ccccc43)ccc21 (configuration not stated)	1	22	0	-18	-10	0.4	-4	-4	1.9%
CS(=O)(=O)c1ccc(Cl)c(NC(=O)c2ccc3ccccc3c2)c1	-11	-8	2	-12	7	-0.4	-11	-5	0.8%
O=C(CN(c1ccc(F)cc1)S(=O)(=O)c1ccc2c(c1)OCCO2)Nc1ccccc1	4	16	11	-19	-7	0.2	2	6	0.9%
COc1ccccc1NC(=O)c1c(NC(=O)c2ccccc2Cl)sc2c1CCC2	-4	15	0	-5	/	1.2	2	4	1.5%
COc1ccc(CNC(=O)CSc2nnc(C(F)(F)F)n2C)cc1	-7	8	1	4	-10	0.7	1	3	0.1%
COc1cccc(OC)c1C(=O)N1CCN(Cc2ccncc2)CC1	-10	-2	2	-3	-21	0.5	-9	13	2.7%
CCOCCc1nnc(NC(=O)CCC2CCCCC2)s1	1	7	4	1	-4	-1.0	6	9	3.0%
CS(=O)(=O)Nc1cccc(-c2cc(F)c(S(=O)(=O)N3CCN(S(=O)(=O)c4ccc5c(c4)OCCO5)CC3)cc2F)c1	/	2	2	-17	/	/	4	/	/
COc1cc(/C=N/NC(=O)COc2ccccc2[N+](=O)[O-])ccc1OC(=O)c1ccco1	-15	7	3	-9	10	0.7	10	11	0.1%
Cc1cc(SCC(=O)N/N=C/c2cccnc2)nc2c(C)cccc12	-3	-7	9	18	-4	0.8	-6	-2	0.0%
COc1cccc(NC(=O)c2ccnc(N3CCC(C(=O)NCc4ccccc4OC)CC3)c2)c1	8	0	1	8	1	-0.4	-1	9	2.2%
CN(C)CCCNC(=S)NCC(c1ccc(Cl)cc1Cl)c1c[nH]c2ccccc12 (configuration not stated)	-61*	-2	61*	-40*	22	2.1	-4	-4	2.1%
COc1cc(C(C)=O)ccc1OC(C)C(=O)Nc1ccc(S(=O)(=O)N2CCCC2)cc1 (configuration not stated)	3	1	0	-18	-10	0.1	1	7	4.5%
CC1Sc2ccc(S(=O)(=O)CCC(=O)Nc3ccccn3)cc2NC1=O (configuration not stated)	24	3	5	-25	-12	1.3	-10	4	-0.4%
c1ccc(-c2noc(CN3CCOCC3)n2)cc1	3	1	2	17	29	-0.1	-1	7	3.0%
CC(CCc1ccc(O)cc1)N1CCC(Oc2ccc(C(=O)N3CCCC3)cc2)CC1 (configuration not stated)	-2	12	5	-1	39*	60*	-5	-21	-0.1%
CC1Oc2ccccc2N(CC(=O)N2CCCCCC2)C1=O (configuration not stated)	-11	1	3	4	15	1.0	-1	-5	0.8%
N/C(=N\OC(=O)c1cccc(Br)c1)c1ccccc1	-18	-3	0	8	7	-1.0	5	-6	0.2%
O=C1/C(=C/N(C(=O)c2ccco2)c2ccc(Br)cc2)Sc2ccccc21	-17	-19	15	-9	/	/	-8	/	0.2%
Cc1nnc(NC(=O)CSc2nnc(Cc3cccn3C)n2-c2cccc(C)c2C)s1	/	-3	3	-6	-13	-0.8	2	5	0.8%

Complete entries from above. Values in the order: RXFP1 antag | TRHR enhancer | D1 ag | D1 antag | D2 antag | D2 ag | D1 potentiator | D2 PAM | RXFP1 agonist
Record of CC1Sc2ccc(S(=O)(=O)CCC(=O)Nc3ccccn3)cc2NC1=O (configuration not stated) → 24 | 3 | 5 | -25 | -12 | 1.3 | -10 | 4 | -0.4%
Record of COc1cc(C(C)=O)ccc1OC(C)C(=O)Nc1ccc(S(=O)(=O)N2CCCC2)cc1 (configuration not stated) → 3 | 1 | 0 | -18 | -10 | 0.1 | 1 | 7 | 4.5%
Record of CC1Oc2ccccc2N(CC(=O)N2CCCCCC2)C1=O (configuration not stated) → -11 | 1 | 3 | 4 | 15 | 1.0 | -1 | -5 | 0.8%
Record of CN(C)CCCNC(=S)NCC(c1ccc(Cl)cc1Cl)c1c[nH]c2ccccc12 (configuration not stated) → -61* | -2 | 61* | -40* | 22 | 2.1 | -4 | -4 | 2.1%
Record of COc1cccc(NC(=O)c2ccnc(N3CCC(C(=O)NCc4ccccc4OC)CC3)c2)c1 → 8 | 0 | 1 | 8 | 1 | -0.4 | -1 | 9 | 2.2%

The results go on:
SMILES	RXFP1 antag	TRHR enhancer	D1 ag	D1 antag	D2 antag	D2 ag	D1 potentiator	D2 PAM	RXFP1 agonist
CC(Cc1cccnc1)NC(=O)c1cc(COc2ccc(F)cc2Cl)on1 (configuration not stated)	-11	-8	10	-34*	-7	0.7	-10	9	-1.7%
Cc1ccc(S(=O)(=O)N2CCC(C(=O)N[C@H](C(=O)NC3CCS(=O)(=O)C3)C(C)C)CC2)cc1 (some centres not stated)	-1	7	3	20	-6	-0.5	6	6	1.8%
COc1ccc(S(=O)(=O)N(C)CC(=O)N2CCCCCC2)cc1	-1	-1	1	1	-12	-1.4	-3	-4	0.2%
COc1ccc(OC)c(NC(=O)CSc2nc3[nH]c(=O)cc(O)c3s2)c1	-11	5	2	4	-38	-0.5	1	-2	2.2%
CCOc1ccc(NC(=O)NCCCCc2ccccc2)cc1	-10	0	7	8	/	/	1	/	6.1%
COc1ccccc1/C=C/C=N/n1c(-c2ccco2)n[nH]c1=S	6	-3	2	-19	-30	0.0	-13	-16	0.2%
Nc1c(C(=O)NCc2ccc3c(c2)OCO3)nnn1Cc1cccc(F)c1	-21	0	5	5	3	-0.2	-5	4	2.4%
O=C(O)Cc1csc(NC(=O)CSc2nnnn2-c2ccc(O)cc2)n1	3	-5	1	7	3	0.2	3	1	0.2%
O=C(CC1C(=O)NCCN1C/C=C/c1ccccc1)NCCc1cccnc1 (configuration not stated)	-11	0	5	33	-9	0.3	-1	0	15%
COc1ccc(CCN2C(=O)CC(NCc3ccc4c(c3)OCO4)C2=O)cc1OC (configuration not stated)	9	-1	3	-4	-2	0.6	-2	6	1.2%
CCCCOC(=O)C1CCC[C@@H](C)N1 (some centres not stated)	0	-1	5	13	-11	0.7	-3	13	3.9%
COc1cccc(OCCOCCN(C)CCO)c1	12	4	-2	-3	4	-0.8	-5	-10	1.0%
COc1ccc(CCN2CC(C(=O)OCC(=O)N(C)Cc3ccccc3)CC2=O)cc1OC (configuration not stated)	-4	10	2	-35*	-3	-0.2	-8	12	0.6%
O=C(NNC(=O)c1ccc([N+](=O)[O-])cc1Cl)c1ccncc1	0	3	1	14	-8	1.2	-6	3	0.8%
c1ccc2c(c1)[nH]c1c(NCC3CCCO3)ncnc12 (configuration not stated)	-5	-20	7	-7	/	/	2	-8	0.6%
COc1ccccc1CNC(=O)CNC(=O)Cn1cnc2ccccc2c1=O	-1	0	4	-2	/	/	2	/	1.4%
CCOc1ccc(C(=O)c2cn(Cc3ccc(Cl)cc3)c3cc(OC)c(OC)cc3c2=O)cc1	-22	4	-1	-4	/	0.8	1	8	0.1%
Oc1cncc(-c2cccnc2)c1	/	31*	-3	/	-14	0.6	4	-4	0.0%
COc1ccccc1NS(=O)(=O)c1ccc(C(=O)NCc2ccncc2)cc1	-3	3	-1	-26	/	/	6	/	-1.4%
O=S(=O)(NCc1ccccc1Cl)c1cnc[nH]1	-4	8	2	34	-3	0.7	0	-5	3.1%
CC(C)Cn1c(N)c(C(=O)COC(=O)CCc2nc3ccccc3c(=O)[nH]2)c(=O)n(C)c1=O	-2	5	0	17	-4	0.4	7	5	-1.8%
N#Cc1ccc(-c2cccnc2)nc1SCc1ccc(Cl)c(Cl)c1	-1	-1	3	-8	8	2.7	-8	-2	6.2%
O=C(CN1CCN(c2cccc(Cl)c2)CC1)NC1CCCc2ccccc21 (configuration not stated)	?	10	3	9	20	0.3	0	-6	-0.8%
COC(=O)c1ccc2c(=O)n(-c3ccc(OC)cc3)c(=S)[nH]c2c1	-22	5	3	6	-6	-0.7	2	3	-3.6%
CN(C)C(=O)c1nc(C#N)c(N(C)C)o1	-12	-6	2	-17	-19	0.5	-7	-3	1.8%
COc1ccc(Cn2c(CCC(=O)Nc3ccccc3)nc3cccnc32)cc1	6	-3	1	10	-2	-4.6	-6	9	0.7%
COc1ccc(S(=O)(=O)N(Cc2nc(-c3cccc(C)c3)no2)C2CCCCC2)cc1	-9	18	14	-23	/	2.4	-1	7	-1.1%
COC(=O)c1cc(NCc2ccccc2F)ccc1N1CCOCC1	5	9	0	-13	-14	0.3	-2	-8	2.6%
CC(OC(=O)c1ccccc1NCCO)C(=O)Nc1ccnn1C(C)C (configuration not stated)	3	-1	0	11	-18	-0.1	0	2	4.3%
Cc1ccc(-n2c(=O)c3cccnc3n2CC(=O)NCc2ccc(F)cc2)cc1C	/	-11	3	4	/	0.0	1	3	6.5%
C[C@H]1CN(S(=O)(=O)c2ccc3c(c2)OCCO3)CCN1S(=O)(=O)c1c(F)cccc1F	/	39*	1	-13	/	/	-2	/	/
CCn1ccnc1CNC(=O)c1ccc2oc(CCCc3ccccc3)nc2c1	5	-2	13	4	-29	1.1	-10	-13	-2.3%
C=CCn1c(SCC(C)=O)nnc1-c1ccc2ncccc2c1	12	2	2	11	5	0.1	3	5	8.0%
CC1CCN(C(=O)CSc2nc(C3CC3)nc3ccccc23)CC1	9	4	1	14	4	-2.9	-2	/	12%
O=C(N/N=C/c1ccc([N+](=O)[O-])o1)c1ccc(NS(=O)(=O)c2cccs2)cc1	2	6	1	-89*	-6	0.2	-3	2	4.5%
Cc1ccc(C(=O)NC2CCN(CC(=O)Nc3cccc([N+](=O)[O-])c3)CC2)cc1	-23	-7	2	4	24	-1.3	-3	-5	1.4%

From PubChem
